HADH2 inh: HADH2 (human) dehydrogenase inhibition. Potency, µM (highest dose often 57.1 µM), for inactives: at the highest dose activity change, negative = inhibition, hits mostly inhibitors. AID 886. recombinant HADH2, NADH fluorescence, beta-hydroxybutyryl-CoA. 3.4% of 73,000 active; further: potency means the concentration at half of the fitted maximal effect; on the % scale 0 is the no-effect control and ±100 the full control effect; nearly all actives have a fitted effect of over 60% in size; many of its hits are not listed in these tables
Target sequence (Q99714 whole entry, looked up, one chain of several): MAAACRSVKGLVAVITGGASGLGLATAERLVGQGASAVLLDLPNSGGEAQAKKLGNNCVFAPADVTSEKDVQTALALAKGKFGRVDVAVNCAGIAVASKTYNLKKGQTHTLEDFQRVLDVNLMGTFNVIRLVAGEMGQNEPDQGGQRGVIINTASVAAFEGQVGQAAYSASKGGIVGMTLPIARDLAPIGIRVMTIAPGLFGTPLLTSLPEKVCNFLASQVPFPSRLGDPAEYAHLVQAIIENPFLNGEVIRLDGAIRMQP
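E. coli-expressed His-tagged HADH2 tested at 20 nM in alkaline Tris buffer (pH 9.0); oxidation of 90 uM beta-hydroxybutyryl-CoA with 1 mM NAD+ tracked fluorimetrically for 4 min.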
Fluorescein autfl: compound autofluorescence in fluorescein spectral region; Compound autofluorescence, 480/540 nm, fluorescein-equivalent; stronger effect = higher value; max fluorescein-equivalent concentration, M; 0.91% of 59,000 active; in the data active means max fluorescein-equivalent concentration above about 10 nM; inconclusive means between about 1.1 nM and that limit
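Compounds were pin-transferred into 100 mM Tris buffer, pH 8.0, and incubated 15 min at room temperature. Fluorescence was read at 480 nm excitation/540 nm emission. Signals were normalized to an on-plate six-point fluorescein standard curve as dye-equivalent concentration.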
FLuc inh: firefly luciferase inhibition; P08659; purified firefly luciferase, luminescence, 8 min; Potency, µM (series often up to 57.1 µM), without a hit: top-dose activity change, negative = inhibition, usual class: inhibitors; 2.2% of 72,000 active; AID 411; further: potency means the concentration at half of the fitted maximal effect; on the % scale 0 is the no-effect control and ±100 the full control effect; nearly all actives have a fitted effect of over 40% in size
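Substrate buffer containing 10 uM ATP (pH 7.2 imidazole, Mg2+, KCl, detergent, BSA) is dispensed, compound pinned in, then luciferase/luciferin detector mix added. After 8 min at ambient temperature, light output is measured.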
Tau filament bind: binders of human tau filaments; Potency, µM (highest dose often 57.1 µM), without a hit: top-dose activity change, negative = inhibition; P10636; recombinant tau filaments, thioflavin S fluorescence, 15 h; filaments grown with octadecylsulfate alongside compound; 2% of 71,000 active;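 further: potency means the concentration at half of the fitted maximal effect; on the % scale 0 is the no-effect control and ±100 the full control effect; actives lower thioflavin S fluorescence by blocking filaments or displacing dye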
Target sequence (P10636 whole entry, looked up): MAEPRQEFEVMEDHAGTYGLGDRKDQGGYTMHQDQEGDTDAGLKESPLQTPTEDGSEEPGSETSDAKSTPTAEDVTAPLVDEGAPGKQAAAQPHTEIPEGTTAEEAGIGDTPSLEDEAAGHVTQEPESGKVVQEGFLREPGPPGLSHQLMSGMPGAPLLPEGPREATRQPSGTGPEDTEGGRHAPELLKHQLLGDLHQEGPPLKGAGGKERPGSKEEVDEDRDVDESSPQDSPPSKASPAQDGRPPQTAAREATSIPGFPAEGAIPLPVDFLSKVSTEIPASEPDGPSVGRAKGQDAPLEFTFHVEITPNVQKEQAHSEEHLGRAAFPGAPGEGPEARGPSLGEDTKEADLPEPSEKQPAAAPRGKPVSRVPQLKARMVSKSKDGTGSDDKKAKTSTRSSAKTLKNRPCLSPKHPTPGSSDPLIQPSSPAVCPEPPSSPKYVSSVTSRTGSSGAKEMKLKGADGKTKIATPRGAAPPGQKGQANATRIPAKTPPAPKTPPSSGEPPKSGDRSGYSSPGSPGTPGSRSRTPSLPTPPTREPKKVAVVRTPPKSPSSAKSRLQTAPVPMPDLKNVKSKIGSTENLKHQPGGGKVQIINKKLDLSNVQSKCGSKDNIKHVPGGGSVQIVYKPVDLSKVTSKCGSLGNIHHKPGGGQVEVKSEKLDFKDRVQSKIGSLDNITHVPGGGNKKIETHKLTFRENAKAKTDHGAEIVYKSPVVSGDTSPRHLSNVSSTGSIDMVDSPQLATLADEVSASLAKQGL
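ThS-based fibril read: tau 1 uM final, inducer ODS 30 uM final, 37 C for 15 h, ex 450/em 510 nm.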
HEK293 cAMP cs: parental HEK293 cAMP activation (counter-screen); parental HEK293 CNG cAMP sensor, membrane potential fluorescence; Potency, µM (series often up to 57.1 µM), inactives show at the top dose activation, usual class: activators; 2.5% of 73,000 active; AID 938; further: potency means the concentration at half of the fitted maximal effect; % of control where 0% means no effect; nearly all actives have a fitted effect of over 55% in size
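Parental HEK 293 cells stably expressing a modified CNG channel (no TSHR) report cAMP rise as membrane depolarization. Membrane potential dye with 100 uM RO 20-1724 was loaded for 60 min at room temperature, then compound added for 30 min; fluorescence read at 590 nm.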
Caspase-7 inhib: allosteric or competitive inhibitors of human caspase-7; P55210; Potency, µM (doses to about 57.5 µM), for the others: at the highest dose activity change, negative = inhibition, most hits filed as inhibitors; recombinant caspase-7, Ac-DEVD-AFC fluorescence rate; 0.02% of 75,000 active; active means well fitted inhibition curve with a large enough effect in the main read-out, with a control signal flat, not every such curve was filed as active; inconclusive means small, poorly fitted or top-dose-only effect, or a change in a side signal; further: potency means the concentration at half of the fitted maximal effect; % of control where 0% means no effect
ERK AVP block: vasopressin-driven ERK pathway inhibition; HEK293-V1b, vasopressin-stimulated pERK AlphaScreen; Potency, µM (doses to about 57.5 µM), without a hit: top-dose activity, negative = inhibition, hits mostly inhibitors; 0.99% of 72,000 active; further: potency means the concentration at half of the fitted maximal effect; on the % scale 0 is the no-effect control and ±100 the full control effect; nearly all actives have a fitted effect of over 55% in size
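Phosphorylated ERK1/2 detected via AlphaScreen bead proximity in lysates of V1b-expressing HEK293 cells given 25 nM vasopressin for 5 min after 30 min compound exposure (37 °C). AC50 from Hill equation; basal DMSO 0%, vasopressin 100%.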
Texas Red fluor: compounds fluorescent in Texas Red spectral region | Compound fluorescence, Texas Red channel, 547/618 nm; stronger effect = higher value | max dye-equivalent concentration, M | 0.06% of 59,000 active | AID 587; in the data active means max dye-equivalent concentration above about 10 nM; inconclusive means between about 1.1 nM and that limit
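Dye-equivalent concentrations come from scaling compound signal (ex 547, em 618 nm) to six Texas Red standard concentrations run on every plate, after 15 min room-temperature incubation in pH 8.0 Tris (100 mM).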
Rhodamine fluor: compound autofluorescence in rhodamine spectral region; Rhodamine-region fluorescence, 547/598 nm, Tris buffer; stronger effect = higher value; max dye-equivalent concentration, M; 0.05% of 59,000 active; in the data active means max dye-equivalent concentration above about 11 nM; inconclusive means between about 1.1 nM and that limit
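Compound fluorescence in 100 mM Tris, pH 8.0, read after 15 min at room temperature with 547 nm excitation and 598 nm emission. Output is dye-equivalent concentration from an on-plate rhodamine standard series.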
USP2a inh: inhibitors of human ubiquitin-specific protease USP2a; O75604; USP2a enzymatic assay, qHTS inhibition; Potency, µM (highest dose often 38.3 µM), inactives show at the highest dose activity change, negative = inhibition, most hits filed as inhibitors; 0.1% of 60,000 active; AID 927;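 further: potency means the concentration at half of the fitted maximal effect; nearly all actives have a fitted effect of over 60% in size; plate controls were DMSO for no effect and NEM full inhibition control for full effect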
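Inhibition is measured in a cell-free coupled assay with 20 nM USP2 core, 20 nM Ub-PLA2 and 20 uM NBD C6-HPC, 2.5 h incubation. Activity normalized to NEM control.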
Casp1 inh: caspase-1 (human) inhibition, allosteric or competitive. 0.03% of 75,000 active. Potency, µM (highest dose often 57.5 µM), for the others: at the highest dose activity change, negative = inhibition, most hits filed as inhibitors. Caspase-1 enzyme, Ac-WEHD-AFC fluorogenic rate. P29466;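 further: potency means the concentration at half of the fitted maximal effect; plate controls were vehicle for no effect and no substrate for full effect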
An asterisk follows results filed as active; i = inactive; u = inconclusive; x = no result given; & = joins results of further samples; [ ] = another dose, or the depositor's remark. Unless noted, the call rests on the fitted dose curve; in most records, active means well fitted curve in the direction sought with a large enough effect; inconclusive means small, poorly fitted or top-dose-only effect, or another doubt; inactive means no such curve, though single readings can be large; an effect the other way counts as inactive or inconclusive. An excerpt; count on the stated rates, not on these rows.

Values run as follows: HADH2 inh, Fluorescein autfl, FLuc inh, Tau filament bind, HEK293 cAMP cs, Caspase-7 inhib, ERK AVP block, Texas Red fluor, Rhodamine fluor, USP2a inh, Casp1 inh
C=C(C)Cn1c(N2CCC(Cc3ccccc3)CC2)nc2c1c(=O)[nH]c(=O)n2C
  4%, i, 4%, 4%, 12%, 1%, -13%, i, i, 5%, -3%
Cc1cc(C)nc(Sc2c(F)c(F)c(C(F)(F)F)c(F)c2F)n1
  -5%, x, 3%, 7%, 14%, 1%, 12%, x, x, -2%, -1%
CCCOc1cc(N)ccc1C(=O)OCCN(CC)CC
  -6%[25.6 µM], u, -2%[25.5 µM], -12%[25.6 µM], -2%[25.6 µM], 1%[25.7 µM], -5%[25.7 µM], i, i, 14%[17.1 µM], -2%[25.7 µM]
Cc1ccccc1C(NC(N)=O)c1ccccc1 (configuration not stated)
  -2%, i, 1%, 6%, 11%, 0%, -13%, u, i, 1%, 0%
O=C(O)c1cccc(COc2ccc(CO)cc2Cl)c1
  u, i, 1µM*, -2%, 2%, 0%, -1%, u, i, -6%, 0%
O=C(OCCN1CCOCC1)C1(c2ccccc2)CCCCC1
  9%&11%, u, 3%&0%, u, 16%&11%, 0%&0%, -10%&0%, i, i, 4%, 2%&1%
CCOC(=O)CSc1nc(N)c(C#N)c(CC(C)C)c1C#N
  4%, i, 3%, -14%, 14%, -2%, -7%, i, i, 0%, -1%
CCN(CCCNS(=O)(=O)c1ccc2c(c1)oc(=O)n2C)c1cccc(C)c1
  -11%, x, 1%, -19%, 0%, -3%, -14%, x, x, x, -2%
COC(=O)Cc1c(C)c2c(OCc3nn[nH]n3)cc(C)cc2oc1=O
  32µM*, i, 1%, 4%, 3%, 2%, -13%, i, i, -9%, 1%
CCOc1ccc(C2c3c(oc4ccccc4c3=O)C(=O)N2c2ccccn2)cc1OC (configuration not stated)
  1%, x, 2%, 26%, u, 0%, -12%, x, x, x, -2%
O=C1NC(c2ccccc2Cl)Nc2ccccc21 (configuration not stated)
  32µM*, i, 3%, -5%, u, -7%, 9%, i, i, -6%, -10%
O=S(=O)(c1ccc2c(c1)OCCCO2)N1CCNCC1
  -3%, i, 2%, -4%, 3%, 0%, 17%, u, i, 3%, 3%
CCOC(=O)CSc1nnc(C)n1N
  -7%, u, 3%, -2%, 3%, 2%, -24%, i, i, 1%, -1%
CCCn1c(SCC(=O)N2CCCc3ccccc32)nnc1-c1ccccn1
  -13%, i, 1%, 4%, 21%, 2%, 10%, i, i, x, 0%
Cc1ccc(NC(=O)CSc2nnc(-c3ccccc3C)o2)cc1C
  7%, u, 0%, 191%, u, 0%, 12%, i, i, -3%, -5%

Entries of single compounds as entered above. Order of screens: HADH2 inh, Fluorescein autfl, FLuc inh, Tau filament bind, HEK293 cAMP cs, Caspase-7 inhib, ERK AVP block, Texas Red fluor, Rhodamine fluor, USP2a inh, Casp1 inh
CCOC(=O)CSc1nc(N)c(C#N)c(CC(C)C)c1C#N is listed as 4%, i, 3%, -14%, 14%, -2%, -7%, i, i, 0%, -1%
O=C(O)c1cccc(COc2ccc(CO)cc2Cl)c1 is listed as u, i, 1µM*, -2%, 2%, 0%, -1%, u, i, -6%, 0%

(next part)
Values run as follows: HADH2 inh, Fluorescein autfl, FLuc inh, Tau filament bind, HEK293 cAMP cs, Caspase-7 inhib, ERK AVP block, Texas Red fluor, Rhodamine fluor, USP2a inh, Casp1 inh
Cc1nc2cnc(OCc3ccccc3)nc2n(CCc2ccccc2)c1=O
  3%, i, 0%[11.4 µM], -21%, 10µM*, -4%, 6%, i, i, -15%, 2%
Cc1ccc(Nc2nc3nonc3[nH]c2=O)cc1
  -5%, i, -16%, -12%, 5%, -1%, -4%, i, i, 3%, 0%
CC(NS(C)(=O)=O)C(c1cccs1)N1CCN(c2ccccc2)CC1 (configuration not stated)
  5%, i, 0%, -3%, 15%, -1%, 0%, u, i, 2%, 6%
CCC(=O)Nc1nc2c(OC)ccc(OC)c2s1
  5%, x, 1%, 8%, 4%, -1%, x, x, x, x, -4%
CC1=NCCN1S(=O)(=O)c1ccc(Br)c(C)c1
  3%, u, 5%, 5%, 12%, -7%, 3%, i, i, 1%, -1%
O=C(CSc1nnc(CNc2ccccc2)o1)c1ccc2c(c1)OCCO2
  u, i, -5%, 21%, 13%, 0%, -14%, i, i, 11%, -3%
CCOC(=O)c1cc(-c2ccc(N)cc2)sc1N
  u, i, 13µM*, 25µM*, 4%, -3%, -32%, i, i, 12%, -1%
CC1CCCCC1NC(=O)c1ccc2c(c1)[nH]c(=O)n2C1CCCC1 (configuration not stated)
  6%, i, -2%, 4%, 15%, -3%, 4%, i, i, 187%[activator], -1%
O=C(O)CCn1[nH]c(=O)ccc1=O
  -3%, i, 3%, 0%, -3%, 1%, -3%, i, i, x, 2%
CCN1CCN(c2nc3c(c(=O)n(C)c(=O)n3C)n2CCSc2nccc(C)n2)CC1
  2%, u, 1%, 10%, 9%, -2%, 7%, u, i, -3%, -1%
Nc1nc(SCc2ccc3c(c2)OCO3)n[nH]1
  -1%, i, -3%, 2%, 0%, 1%, -18%, i, i, -8%, -1%
CN(C)S(=O)(=O)NC(c1ccccc1)c1ccccc1
  2%, u, 1%, -5%, 5%, -1%, 38%, i, i, 6%, -1%
Cc1occc1C(=O)NC(C)C1CCCO1 (configuration not stated)
  u, u, -1%, 27%, -2%, -4%, 8%, i, i, -5%, -2%
Cc1cccc(N2CCN(C(=O)Cn3sc4nc(C)cc(C)c4c3=O)CC2C)c1 (configuration not stated)
  0.13µM*, x, u, -8%, 5%, -1%, -10%, x, x, x, 3%
COc1cc(OC)c(OC)cc1CNc1cc(C)ccc1OC
  -1%, x, 1%, u, 7%, -3%, 25µM*, x, x, -18%, -1%
O=C(CSc1nnc(-c2cccs2)o1)c1cccs1
  u, i, -15%, 8%, 10%, -1%, -5%, i, i, 4%, -4%
CC1CCc2cc(F)cc3c(=O)c(C(=O)O)cn1c23 (configuration not stated)
  x, u, 0%[25.5 µM], x, x, 2%, 2%, i, i, 1%, 0%
Cc1ccc(S(=O)(=O)c2n[nH]n3c2nc(=O)c2ccccc23)cc1
  25µM*, i, 0%, -6%, 14%, -11%, 8%, i, i, 4%, -12%
Cc1[nH]nc2c1C1(CCC(c3ccccc3)CC1)C(C#N)=C(N)O2 (configuration not stated)
  2%, i, -1%, 2%, -11%, 1%, -22%, i, i, 12%, -3%
O=C(O)c1ccc2c(c1)C(=O)N(Cc1ccccc1)C2=O
  -8%, i, 0%, 16%, -3%, -3%, 0%, i, i, -6%, -1%
C=CCNC(=O)c1ccccc1NC(=O)c1ccccc1
  6%, i, 0%, -4%, 5%, -1%, -26%, i, i, -4%, 0%
Cc1nc2cc(NC(=O)N3c4ccccc4CC3C)ccc2o1 (configuration not stated)
  -5%, u, 13µM*, -4%, -1%, -1%, -28%, i, i, 7%, -1%
COc1cccc(NC(=O)COC(=O)c2cccnc2)c1
  0%, i, 3%, -15%, 9%, 0%, -3%, i, i, 12%, -2%
CCOC(=O)CSc1nc2cc(OCC)ccc2cc1C#N
  -4%, u, -2%, 10%, u, -20%, 9%, u, i, 9%, u
CC(C)N=C1SCC(C)(/C=N/O)S1 (configuration not stated)
  -10%, i, 3%, -2%, 7%, -1%, -4%, i, i, 0%, -1%
CCN(CC)c1ccc(NC(=O)c2cc3ccccc3o2)c(C)c1
  3%, i, 0%, -20%, -3%, -5%, u, i, i, 1%, -1%
O=C(COc1ncnc2ccccc12)NCCC1=CCCCC1
  8%, u, 4%, -8%, 2%, -1%, -5%, i, i, 7%, 1%
COc1ccc(C2=NO[C@@H]3C(=O)N(c4ccc5c(c4)OCCO5)C(=O)[C@H]23)cc1OC
  -11%, i, -6%, -15%, 4%, -2%, -18%, i, i, 19%, -1%
CCCOc1ccc(N2CC(C(=O)Nc3ccc4c(c3)OCO4)CC2=O)cc1 (configuration not stated)
  4%, x, 2%, 44%, 5%, -1%, 3%, x, x, x, 2%
Cc1nc(P(=O)(c2ccccc2)c2ccccc2)c(N2CCOCC2)o1
  -7%, x, 2%, 4%, -7%, -3%, 3%, x, x, 0%, 2%
CN1C(=O)CC(N2CCN(C(=O)CN3CCCC3)CC2)C1=O (configuration not stated)
  7%, i, 1%, 1%, 14%, 1%, 0%, i, i, -2%, 1%
COc1ccc(-c2nc(CSCC(=O)NCc3ccco3)c(C)o2)cc1
  -14%, i, -14%, 12%, 14%, 0%, 13%, i, i, 22%, 0%
O=C1CCCN1c1ccc(CNS(=O)(=O)c2ccc(F)cc2)cc1
  4%, i, -1%, 0%, 4%, -3%, 10%, i, i, 40%[activator], -1%
CCc1nnc(NC(=O)c2ccc(S(=O)(=O)N(CC(C)C)CC(C)C)cc2)o1
  2%, i, 0%, -10%, 13%, -2%, -1%, i, i, 45%[activator], 0%
COc1ccc(OC)c(S(=O)(=O)N2CCC(C(=O)NC(C)c3ccccc3)CC2)c1 (configuration not stated)
  -1%, i, 2%, 1%, 2%, 1%, -8%, i, i, 12%, 2%
O=S(=O)(Nc1nc2ccccc2[nH]1)c1ccc(Cl)cc1
  6%, i, 3%, 12%, 8%, -2%, -23%, i, i, -5%, -2%

Screens from PubChem BioAssay.
